High-throughput results as filed in PubChem BioAssay.
HRas wt GTP – human HRas wildtype GTP binding, change in either direction. P01112. GST-Ras wt beads, Bodipy-FL-GTP binding, flow cytometry; actives lie on both sides. GTP binding activity, % at 10 µM. 0.14% of 190,000 active. AID 759;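 active means GTP binding activity at least 20% away from the 100% baseline, either lowered as inhibitor or raised as activator; inconclusive means flagged as likely green fluorescent, judged across all proteins in the well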;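 further: 0% = unlabeled GTP competition control and 100% = no-compound control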
Target sequence (P01112 whole entry, looked up): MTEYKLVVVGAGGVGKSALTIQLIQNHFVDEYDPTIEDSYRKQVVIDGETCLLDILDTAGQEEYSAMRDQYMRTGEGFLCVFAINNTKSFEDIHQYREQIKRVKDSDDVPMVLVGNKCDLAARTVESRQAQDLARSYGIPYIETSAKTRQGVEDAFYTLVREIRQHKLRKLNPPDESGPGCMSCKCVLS
Bim-Mcl-1 – disrupts Bim peptide binding to human Mcl-1. Q07820. Bead-based flow cytometry, Bim peptide-Mcl-1 binding. inhibition, % at 10 µM. 0.1% of 190,000 active. AID 1009; in the data active means inhibition above about 40%;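 further: 0% = no compound tracer wells and 100% = peptide blocker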
Target sequence (Q07820 whole entry, looked up): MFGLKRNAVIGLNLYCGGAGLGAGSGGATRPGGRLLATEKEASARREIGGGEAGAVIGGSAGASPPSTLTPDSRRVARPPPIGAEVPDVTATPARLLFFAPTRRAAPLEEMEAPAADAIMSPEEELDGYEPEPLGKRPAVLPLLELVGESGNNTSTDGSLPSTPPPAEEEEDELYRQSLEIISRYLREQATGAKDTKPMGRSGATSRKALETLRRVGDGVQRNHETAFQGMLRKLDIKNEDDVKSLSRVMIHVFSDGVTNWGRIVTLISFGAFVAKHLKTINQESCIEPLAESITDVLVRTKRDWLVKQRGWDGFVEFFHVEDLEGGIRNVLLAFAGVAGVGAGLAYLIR
Rac1 wt modul – alters GTP binding to wildtype human Rac1. P63000. GST-Rac1 beads, fluorescent GTP binding, flow cytometry; actives lie on both sides; 0 = cold GTP competed, 100 = untreated. GTP binding activity (% of control), % at 10 µM. 0.27% of 190,000 active;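 active means GTP binding activity at least 20 points away from the 100% control level, either lower or higher; inconclusive means compound flagged as likely green fluorescent, judged across all proteins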
Rab7 wt modul – alters GTP binding to wildtype dog Rab7 | GST-Rab7 beads, fluorescent GTP binding, flow cytometry; actives lie on both sides; untreated = 100%, excess cold GTP = 0% | GTP binding activity (percent of control), % at 10 µM | 0.055% of 190,000 active;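 active means fluorescent GTP binding to Rab7 beads changed by at least 20 points from the 100% baseline, either direction, mostly lower; inconclusive means compound itself probably fluorescent, or too few beads counted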;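 further: median green fluorescence of bound Bodipy-FL-GTP per Rab7 bead population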
Cdc42 wt – human Cdc42 wildtype GTP binding change, either direction; 0.2% of 190,000 active; AID 761; P60953; GST-Cdc42 beads, Bodipy-GTP binding, flow cytometry; actives lie on both sides; percent activity (GTP binding), % at 10 µM;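 active means percent activity GTP binding at least 20 points away from the 100% baseline, either down as inhibitor or up as activator; inconclusive means compound flagged as likely green fluorescent from well-wide comparison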;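 further: median bead fluorescence of bound Bodipy-FL-GTP at 100 nM; 0% = excess unlabeled GTP control and 100% = no compound control; below 100% means less GTP binding so inhibitor and above means activator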
Pf gamet viab – P. falciparum stage V gametocyte viability inhibition; P. falciparum stage V gametocytes, ATP luminescence, 24 h; inhibition, % at 10.9 µM; 0.065% of 150,000 active;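 active means inhibition above the mean plus 3 SD of compounds within the control limits, set per campaign, cut at about 38% in these data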;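 further: 0% = DMSO wells and 100% = medium only without gametocytes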
RGS8-Gao – modulates binding of RGS8 to human Galphao; 0.34% of 220,000 active; response (percent of control binding), % at 10 µM; P09471; multiplexed bead flow cytometry; actives lie on both sides; in the data active means response below about 60% or above about 140%; inactive means in between;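 further: Galphao activated as the GDP aluminium fluoride complex binding bead-coupled RGS8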
Target sequence (P09471 whole entry, looked up): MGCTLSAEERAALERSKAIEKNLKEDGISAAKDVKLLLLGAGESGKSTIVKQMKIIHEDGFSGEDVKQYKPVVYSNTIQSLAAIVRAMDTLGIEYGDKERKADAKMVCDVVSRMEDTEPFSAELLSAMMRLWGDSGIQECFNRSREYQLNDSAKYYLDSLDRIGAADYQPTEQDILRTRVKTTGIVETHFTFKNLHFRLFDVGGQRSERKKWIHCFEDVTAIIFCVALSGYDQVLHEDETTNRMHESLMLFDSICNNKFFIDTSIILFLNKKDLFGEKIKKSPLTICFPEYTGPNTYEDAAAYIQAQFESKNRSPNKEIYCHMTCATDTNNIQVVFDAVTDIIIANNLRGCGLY
Mcl1 Noxa PPI – Mcl-1/Noxa interaction inhibition; AID 1022; TR-FRET Mcl-1/Noxa peptide binding, 2 h; 1.5% of 220,000 active; Q07820; inhibition, % at 21.7 µM;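 active means compounds that cut the protein-peptide binding signal by more than 50% relative to plate controls in a single-dose test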;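 further: His-tagged Mcl-1 with rhodamine Noxa BH3 peptide and terbium anti-His antibody; 0% = Mcl-1 plus Noxa peptide wells and 100% = peptide-only wells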
Rac1 act GTP bind – alters GTP binding to activated mutant human Rac1 | AID 764 | 0.11% of 190,000 active | P63000 | GST-Rac1 activated beads, fluorescent GTP binding, flow cytometry; actives lie on both sides; 100% means binding = to untreated wells | percent activity (GTP binding), % at 10 µM;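 active means GTP binding at least 20 percentage points away from the 100% baseline, in either direction, so actives lie on both sides; inconclusive means Compound likely fluorescent itself, or too few beads counted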
Mcl1 Bid PPI – Mcl-1/Bid interaction inhibition. Q07820. TR-FRET Mcl-1/Bid-Dy647 peptide binding, 1536-well. inhibition, % at 21.7 µM. 0.97% of 220,000 active. AID 1021;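 active means compounds that cut the binding signal by more than half at the single screening dose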;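 further: His-tagged Mcl-1 with europium anti-His antibody binding Bid BH3 peptide; 0% = Mcl-1 plus peptide wells and 100% = peptide-only wells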
Rab2A wt mod – changes GTP binding to wildtype dog Rab2A, up or down | GST-Rab2 wt beads, Bodipy-GTP binding, flow cytometry | 0.19% of 190,000 active | P61105 | GTP binding activity, % at 10 µM | AID 760;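 active means GTP binding activity at least 20 points away from 100%, either lowered or raised; inconclusive means signal likely due to the compound's own green fluorescence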;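 further: 0% = beads with excess unlabeled GTP and 100% = no-compound control corrected for plate trend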
An asterisk follows results filed as active; ? = inconclusive; · = no result given; [ ] = another dose, or the depositor's remark.

SMILES	HRas wt GTP	Bim-Mcl-1	Rac1 wt modul	Rab7 wt modul	Cdc42 wt	Pf gamet viab	RGS8-Gao	Mcl1 Noxa PPI	Rac1 act GTP bind	Mcl1 Bid PPI	Rab2A wt mod
COc1ccccc1/C=N/OCC(=O)NCc1ccc2c(c1)OCO2	95.0	3.0	96.0	93.0	95.0	·	106.6	8.4	93.0	-19.8	94.0
CCOC(=O)C1CCCN(C(=O)C(C)(C)Oc2ccc(Cl)cc2)C1 (stereo unspecified)	99.0	-2.0	99.0	103.0	98.0	8.6	101.8	7.5	98.0	-4.5	100.0
CCOC(=O)Cc1csc(N/N=C/c2ccc(C(F)(F)F)cc2)n1	104.0	-1.0	102.0	98.0	104.0	-21.9	101.0	-4.7	99.0	4.7	103.0
O=C1NC(=O)C2C1C(c1ccccc1)N1C3C(=O)NC(=O)C3C(c3ccccc3)N21 (stereo unspecified)	102.0	-1.0	105.0	98.0	105.0	·	101.2	-0.2	102.0	9.0	103.0
Cc1ccc(N2C(=O)c3cccc4c(N5CCN(C)CC5)ccc(c34)C2=O)c2cccnc12	?	0.0	?	?	?	·	98.5	-4.5	?	-3.3	?
CCc1cc(=O)n2[nH]c(C)c(-c3ccccc3OC)c2n1	99.0	-1.0	102.0	104.0	101.0	·	100.0	6.1	95.0	-15.3	101.0
CC1Nc2ccccc2C(=O)N1NC(=O)c1ccc(Br)cc1 (stereo unspecified)	95.0	-5.0	86.0	96.0	89.0	-11.5	101.6	4.8	94.0	-14.8	96.0
CCOC(=O)C1(CCCc2ccccc2)CCN(C(=O)CCn2cnnn2)CC1	95.0	12.0	95.0	101.0	93.0	-10.1	99.2	-5.0	95.0	-12.5	98.0
CC(=O)CSc1ncnc2sc3c(c12)CCC(C)C3 (stereo unspecified)	95.0	-1.0	96.0	108.0	94.0	-12.3	102.0	18.0	93.0	-7.6	96.0
CCCOC(=O)NC(CC)COC(=O)Nc1cccc(C)c1C (stereo unspecified)	101.0	0.0	103.0	100.0	102.0	·	98.1	4.0	99.0	7.4	100.0
CC(C)c1nnc(NC(=O)c2ccc(S(=O)(=O)N3CCOCC3)cc2)s1	106.0	-3.0	108.0	103.0	109.0	·	99.8	-11.2	103.0	-0.8	103.0
Nc1c(Cl)nc(-c2ccccc2)nc1Cl	97.0	-1.0	96.0	108.0	99.0	-5.6	103.1	-5.9	95.0	-7.3	98.0
Cn1ncc2c(=O)n(/N=C/c3ccccc3)cnc21	103.0	-2.0	103.0	101.0	98.0	·	93.1	-32.7	100.0	-2.6	99.0
CCOc1ccc(N2CC(C(=O)NCCN3C(=O)S/C(=C\c4ccc(OC)c(OC)c4)C3=O)CC2=O)cc1 (stereo unspecified)	98.0	0.0	105.0	98.0	100.0	-1.3	100.9	5.5	99.0	4.4	98.0
O=C(/C=C/c1ccc2c(c1)OCO2)NCC1CCCO1 (stereo unspecified)	101.0	-4.0	102.0	100.0	97.0	4.2	91.6	12.5	97.0	-19.8	96.0
Cc1ccccc1C(=O)N=c1c(C#N)cc2c(=O)n3cccc(C)c3nc2n1Cc1ccco1	99.0	-3.0	101.0	97.0	99.0	·	100.9	3.3	99.0	-16.2	97.0
COc1cc(CNCCN2CCOCC2)ccc1OCc1ccccc1Cl	98.0	-1.0	98.0	97.0	100.0	·	104.1	27.1	98.0	18.2	97.0
O=C(COC(=O)CCCOc1ccc(Cl)cc1Cl)NCc1ccccc1	97.0	-3.0	101.0	95.0	102.0	11.2	100.0	7.3	98.0	-7.5	96.0
CC(=O)c1cc(F)c(N2CCN(CCC#N)CC2)cc1C	100.0	1.0	108.0	99.0	99.0	·	102.4	3.5	101.0	-1.8	99.0
Cn1nc(C(=O)Nc2cccc(C(F)(F)F)c2)ccc1=O	98.0	-4.0	98.0	97.0	100.0	·	96.4	-4.0	97.0	-16.7	98.0
Cc1cc(C)c[n+](CC(=O)c2cc3ccccc3oc2=O)c1	104.0	-4.0	106.0	101.0	104.0	8.5	83.1	21.4	101.0	-8.1	102.0
COCCCNC(=O)C1CCC(CNS(=O)(=O)c2ccc(Cl)cc2)CC1 (stereo unspecified)	106.0	-3.0	104.0	107.0	103.0	-9.9	101.7	17.7	104.0	-3.1	106.0
O=c1[nH][nH]c(-c2ccccc2O)c1C(C[N+](=O)[O-])c1ccc(Cl)cc1Cl (stereo unspecified)	100.0	-5.0	103.0	100.0	102.0	2.0	97.1	2.1	97.0	-11.7	99.0
COc1cc(NC(=O)c2noc3c2CCCC3)c(OC)cc1Cl	102.0	0.0	100.0	104.0	102.0	·	98.8	-19.1	99.0	-4.7	101.0
COc1ccc(OC)c(NC(=O)CSc2nnc(C3CCCCC3)n2-c2ccccc2)c1	100.0	3.0	103.0	101.0	98.0	·	110.7	12.1	98.0	6.2	98.0

Going on with the list:
SMILES	HRas wt GTP	Bim-Mcl-1	Rac1 wt modul	Rab7 wt modul	Cdc42 wt	Pf gamet viab	RGS8-Gao	Mcl1 Noxa PPI	Rac1 act GTP bind	Mcl1 Bid PPI	Rab2A wt mod
CC(C)(C)C1=CC(=O)C(=O)C(C(C)(C)C)=C1	98.0	-7.0	103.0	97.0	98.0	·	93.4	63.3*	99.0	39.0	96.0
CC(c1ccccc1)N1C(=O)c2ccccc2C1(O)Cc1ccccc1 (stereo unspecified)	98.0	-3.0	99.0	101.0	94.0	-6.2	105.0	5.0	96.0	-13.6	96.0
Cc1[nH]nc2c1C(c1cccc(OC(=O)N3CCOCC3)c1)C(C#N)=C(N)O2 (stereo unspecified)	101.0	-6.0	100.0	93.0	102.0	-32.5	102.0	12.9	99.0	-30.3	102.0
Cc1nnc(C)n1/N=C/c1ccccc1	100.0	0.0	100.0	100.0	100.0	12.0	100.9	6.2	99.0	-16.7	100.0
O=C(CC(=O)N/N=C\c1c(Cl)cccc1Cl)NCc1ccccc1	101.0	-2.0	106.0	99.0	105.0	6.8	101.4	-12.7	101.0	-4.2	99.0
CC(NC(=O)NNC(=O)c1ccncc1)(C(F)(F)F)C(F)(F)F	97.0	0.0	97.0	105.0	93.0	-5.4	105.1	3.6	96.0	-13.4	97.0
Cc1ccc(CNC(=O)C(=O)NCC2OCCN2C(=O)c2ccc(Cl)cc2)cc1 (stereo unspecified)	96.0	-2.0	105.0	97.0	100.0	·	104.3	14.6	100.0	-0.9	101.0
O=C(c1ccccc1)c1sc(N2CCCCCC2)nc1-c1ccccc1	92.0	3.0	91.0	96.0	90.0	1.4	98.9	-2.8	92.0	-1.1	91.0
CC(=O)c1cccc(NC(=O)C=C(C)C)c1	94.0	-5.0	88.0	94.0	92.0	·	101.8	·	92.0	-1.8	92.0
COC(=O)c1ccccc1NC(=O)CSc1nc(-c2ccco2)cc(C(F)(F)F)n1	98.0	-4.0	101.0	101.0	98.0	-17.9	100.8	-1.3	99.0	2.6	98.0
CC(=O)NC1=NC(=O)/C(=C/c2cc(C)n(-c3cccc(C(=O)O)c3)c2C)S1	94.0	0.0	93.0	94.0	92.0	·	96.7	47.9	89.0	-31.6	90.0
CN1CCN(c2nc(-c3cccs3)cc(C(F)(F)F)n2)CC1	101.0	-3.0	105.0	102.0	104.0	21.0	89.2	22.1	101.0	-33.3	101.0
CCOc1ccc(NC(=O)c2ccco2)cc1	94.0	-1.0	92.0	97.0	94.0	-7.0	99.7	16.0	93.0	-18.4	96.0
Cc1ccc2c(c1)-c1c(ssc1=S)C(C)(C)N2C(=O)CN1C(=O)c2ccccc2C1=O	102.0	-1.0	106.0	104.0	100.0	-4.9	102.0	9.7	101.0	-34.9	103.0
CCc1nnc(NC(=O)C2CCN(c3cnccn3)CC2)s1	102.0	-5.0	104.0	97.0	103.0	11.9	94.5	-6.9	101.0	-13.8	103.0
COc1ccc(N2C(=O)C3CCCN3C2c2cccc(F)c2)cc1Cl (stereo unspecified)	102.0	-3.0	100.0	97.0	103.0	·	78.3	27.4	99.0	45.9	100.0
CCC(C)NC(=O)C1c2ccccc2C(=O)N(c2ccc(OC)cc2)C1c1ccc(OC)cc1 (stereo unspecified)	102.0	-2.0	108.0	100.0	103.0	-22.2	100.3	-2.3	101.0	-7.6	100.0
COc1cccc(C2Nc3c(F)cc(Br)cc3C3C=CCC32)c1OC (stereo unspecified)	101.0	5.0	104.0	96.0	99.0	-11.4	95.7	-5.6	99.0	-10.8	98.0
C[C@@H]1CN(Cc2nc(-c3cnccn3)no2)C[C@H](C)O1	98.0	12.0	98.0	104.0	95.0	10.0	100.3	-2.6	95.0	-31.8	101.0
Cc1nc2scc(-c3cccs3)c2c(=O)n1N	97.0	0.0	100.0	99.0	94.0	5.5	93.6	9.3	100.0	-23.4	99.0
CNC(=O)C(Sc1ccccc1)c1ccccc1 (stereo unspecified)	105.0	-2.0	105.0	102.0	104.0	·	108.9	10.2	102.0	-4.1	101.0
CCCn1nnc2c(=O)oc3ccccc3c21	102.0	-3.0	103.0	104.0	99.0	15.0	106.1	-7.0	100.0	-7.5	99.0
NS(=O)(=O)c1cccc(NC(=O)COC(=O)Cc2ccc(S(=O)(=O)N3CCCCC3)s2)c1	98.0	-3.0	98.0	98.0	99.0	-53.6	104.1	26.8	98.0	-11.3	98.0
CCOC(=O)Cn1c(=O)c2c(nc(N3CCCCC3)n2C)n(C)c1=O	109.0	-1.0	142.0*[activator]	107.0	123.0*[activator]	·	99.5	15.8	111.0	-12.3	109.0
CC(C)(C)NC(=O)NC12CC3CC(CC(C3)C1)C2	98.0	0.0	100.0	101.0	96.0	-13.9	102.2	-3.4	100.0	-18.7	96.0
COc1ccc2c(c1)c(N=O)c(O)n2C	101.0	1.0	102.0	97.0	102.0	-0.2	98.7	17.6	99.0	0.7	100.0
CCCCn1c(-c2nn(C)c(C)c2Cl)n[nH]c1=S	102.0	-5.0	100.0	101.0	102.0	·	111.1	6.3	99.0	-12.3	100.0

In a second layout: 2 of the compounds above
Order of results: HRas wt GTP | Bim-Mcl-1 | Rac1 wt modul | Rab7 wt modul | Cdc42 wt | Pf gamet viab | RGS8-Gao | Mcl1 Noxa PPI | Rac1 act GTP bind | Mcl1 Bid PPI | Rab2A wt mod
COC(=O)c1ccccc1NC(=O)CSc1nc(-c2ccco2)cc(C(F)(F)F)n1
    98.0 | -4.0 | 101.0 | 101.0 | 98.0 | -17.9 | 100.8 | -1.3 | 99.0 | 2.6 | 98.0
CC(C)(C)C1=CC(=O)C(=O)C(C(C)(C)C)=C1
    98.0 | -7.0 | 103.0 | 97.0 | 98.0 | · | 93.4 | 63.3* | 99.0 | 39.0 | 96.0
